Chronic BCR inh – inhibitors of chronic active B-cell receptor signaling; ABC-DLBCL IkBa-CBG/CBR reporter, luminescence ratio, 4 h; Potency, µM (top dose mostly 46.1 µM), without a hit: at the highest dose ratio change, negative = lower green/red ratio, hits mostly inhibitors; 340,000 tested, 0.05% active; AID 493014; active means well fitted inhibition curve with a large enough effect in the signal ratio, with a control signal flat, not every such curve was filed as active; inconclusive means small, poorly fitted or top-dose-only effect, or effect the other way, or a change in a side signal; the % refers to the signal ratio;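 further: potency means the concentration at half of the fitted maximal effect; plate controls were basal doxycycline-induced cells for no effect and cells given 10 µM MG132 for full effect; MG132 reads +100%, hits lower the ratio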
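TMD8 ABC-DLBCL cells carrying doxycycline-inducible green luciferase fused to IkappaBalpha plus unfused red luciferase were exposed to compounds (up to 46 uM) for 4 hrs at 37C. Activity came from the overlap-corrected green/red luminescence ratio.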
USP2a inh – blocks human ubiquitin-specific protease USP2a. USP2 core, Ub-CHOP2 coupled fluorogenic reporter, 485/531. Potency, µM (top dose mostly 38.3 µM), for inactives: at the highest dose activity change, negative = inhibition, hits mostly inhibitors. 330,000 tested, 0.01% active;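 further: potency means the concentration at half of the fitted maximal effect; plate controls were DMSO wells for no effect and full inhibition by NEM control for full effect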
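Deubiquitinase activity read as fluorescence (485/531 nm) after Ub-CHOP2 cleavage activates the enterokinase reporter on its substrate; USP2 core 10nM, Ub-CHOP2 and substrate 25nM each, 30min compound preincubation then 60min RT; data normalized to NEM, curves fitted.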
TCR act – activates T cell receptor signaling; primary human leukocytes, anti-CD3, IL-2 HTRF, 48 h; Potency, µM (highest dose often 9.22 µM), for the others: top-dose activation of IL-2 secretion, most hits filed as activators; 330,000 tested, under 10 active; further: % of control where 0% means no effect
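Primary human leukocytes incubated 48 hr with anti-CD3 beads plus compound, without co-stimulation. Secreted IL-2 measured by HTRF (europium cryptate/d2 anti-IL-2 pair, 320 nm excitation, 665 nm emission).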
uPA generation – cell surface uPA generation inhibition; cell surface uPA generation assay, qHTS; Potency, µM (titrated, usually from 38.3 µM), inactives show at the highest dose activity change, negative = inhibition, usual class: inhibitors; 330,000 tested, 0.31% active; AID 540303; active means well fitted inhibition curve with a large enough effect; inconclusive means small, poorly fitted or top-dose-only effect; inactive means no such curve, though single readings can be large or run the other way; tested in mouse RAW 264.7 cells; further: potency means the concentration at half of the fitted maximal effect; on the % scale 0 is the no-effect control and ±100 the full control effect; nearly all actives have a fitted effect of over 55% in size
ELG1 DNA repair – ELG1-dependent DNA repair inhibition | HEK293T ELG1-luciferase reporter, luminescence, 16 h; DNA damage induced by 5-fluorouridine | Potency, µM (doses to about 46.1 µM), inactives show top-dose activity change, negative = inhibition, actives largely listed as inhibitors | 330,000 tested, 2.3% active; further: potency means the concentration at half of the fitted maximal effect; on the % scale 0 is the no-effect control and ±100 the full control effect; nearly all actives have a fitted effect of over 55% in size
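In this reporter screen, reduction of luminescence relative to DMSO vehicle indicated activity. Compounds and 5-fluorouridine were added together to 2,000 cells per well, incubated for 16 hr at 37 °C, then developed with ONE-Glo.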
Mito fusion yeast – inhibitors of mitochondrial division or activators of mitochondrial fusion; Potency, µM (series often up to 46.1 µM), for the others: at the top dose growth rescue (activation), hits mostly activators; S. cerevisiae fusion-defective mutant growth rescue, CellTiterGlo 48 h; 320,000 tested, 0.23% active; AID 485298;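 further: potency means the concentration at half of the fitted maximal effect; % of control where 0% means no effect; nearly all actives have a fitted effect of over 45% in size; temperature-sensitive fusion mutants such as fzo1-1 at 37 °C on non-fermentable ethanol glycerol medium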
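S. cerevisiae fusion-defective temperature-sensitive mutants (e.g. fzo1-1, mgm1-5) grown 48 h at 37C in YPEG (ethanol/glycerol non-fermentable) medium with 23 nl compound per well; growth rescue read as CellTiterGlo luminescence.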
PTAP TSG101 blk – blocks PTAP/TSG101 interaction to inhibit HIV-1 budding; Fluorescence polarization, FITC-PTAP peptide / Tsg101 binding; Potency, µM (top dose mostly 115 µM), for the others: at the highest dose activity change, negative = inhibition, actives largely listed as inhibitors; 340,000 tested, under 10 active; active means well fitted inhibition curve with a large enough effect in the main read-out, with a control signal flat, not every such curve was filed as active; inconclusive means small, poorly fitted or top-dose-only effect, or effect the other way, or a change in a side signal; inactive means no such curve, though single readings can be large or run the other way; further: potency means the concentration at half of the fitted maximal effect; % of control where 0% means no effect
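Tsg101 binding domain (10 uM final) was mixed with compound and a FITC-labeled PTAP peptide (50 nM final) in HEPES pH 7.5 buffer with NaCl, Tween 20, EDTA and TCEP; fluorescence polarization was read after 20 min at r.t.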
Tb PFK inh – T. brucei PFK enzyme inhibition. O15648. T. brucei PFK, ADP-Glo luminescence. Potency, µM (series often up to 57.5 µM), for the others: at the top dose activity, negative = inhibition, most hits filed as inhibitors. 330,000 tested, 0.17% active;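 further: potency means the concentration at half of the fitted maximal effect; 0% = uninhibited 1x PFK enzyme wells and -100% = no-enzyme wells; nearly all actives have a fitted effect of over 60% in size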
Target sequence (O15648 whole entry, looked up): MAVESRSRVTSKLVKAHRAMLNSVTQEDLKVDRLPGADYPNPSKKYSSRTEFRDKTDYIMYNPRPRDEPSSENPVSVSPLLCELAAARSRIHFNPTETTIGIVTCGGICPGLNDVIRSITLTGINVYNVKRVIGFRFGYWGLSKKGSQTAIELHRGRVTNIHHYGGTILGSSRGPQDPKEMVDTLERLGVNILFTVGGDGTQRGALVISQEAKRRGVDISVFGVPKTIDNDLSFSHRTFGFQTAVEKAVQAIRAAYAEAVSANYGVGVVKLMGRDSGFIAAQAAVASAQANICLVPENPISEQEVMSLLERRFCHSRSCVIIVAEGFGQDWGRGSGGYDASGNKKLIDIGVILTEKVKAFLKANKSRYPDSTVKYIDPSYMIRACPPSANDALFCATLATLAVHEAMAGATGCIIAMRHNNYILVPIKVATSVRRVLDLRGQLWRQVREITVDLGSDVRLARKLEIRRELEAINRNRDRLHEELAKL
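In TEA buffer at pH 8.0 with 5 mM MgCl2, enzyme (1.25 nM) converted F6P (0.5 mM) and ATP (0.1 mM) for 45 min at room temperature. ADP product was read by luciferase luminescence.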
TSHR antagonist – blocks TSH signaling through the human TSH receptor; P16473; TSHR-expressing cells, TSH-stimulated cAMP HTRF, 2 h; active compounds read low; activity change, negative = inhibition, % at 11.5 µM; 330,000 tested, 0.2% active; AID 504810;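 active means activity change below a set negative limit, meaning inhibition stronger than a set level, cut at about -70% in these data; inconclusive means activity change between two set negative limits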; further: on the % scale 0 is the no-effect control and ±100 the full control effect
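Freshly harvested TSHR cells receive pin-tooled compound, then EC80 TSH at 4nM final. After 2 hours at 37 deg C, antibody in lysis buffer and cAMP-d2 are added; 30 minutes at ambient temperature precede the HTRF read.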
B2AR arrestin – beta2AR (human) beta-arrestin recruitment activity; beta-arrestin recruitment to beta2AR, cell-based reporter; Potency, µM (top dose mostly 46.1 µM), for inactives: at the top dose activation, usual class: activators; 330,000 tested, 0.02% active;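 further: potency means the concentration at half of the fitted maximal effect; 0% = DMSO controls and full agonism = EC100 isoproterenol or metaproterenol; nearly all actives have a fitted effect of over 65% in size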
Target sequence (P07550 whole entry, looked up): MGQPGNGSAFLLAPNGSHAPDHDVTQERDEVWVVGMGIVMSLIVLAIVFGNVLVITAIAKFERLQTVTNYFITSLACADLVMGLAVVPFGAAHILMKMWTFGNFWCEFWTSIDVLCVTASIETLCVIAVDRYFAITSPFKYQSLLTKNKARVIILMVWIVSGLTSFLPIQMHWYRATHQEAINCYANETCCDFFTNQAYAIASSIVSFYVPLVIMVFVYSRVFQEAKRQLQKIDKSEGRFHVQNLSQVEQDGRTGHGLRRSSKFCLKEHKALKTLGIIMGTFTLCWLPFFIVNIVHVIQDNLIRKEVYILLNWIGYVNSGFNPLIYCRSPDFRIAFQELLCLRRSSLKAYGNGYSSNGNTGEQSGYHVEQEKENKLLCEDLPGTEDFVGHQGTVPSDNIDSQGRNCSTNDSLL
Eya2 phos inh – Eya2 (human) phosphatase inhibition. AID 488837. O00167. Potency, µM (doses to about 76.9 µM), for the others: top-dose activity, negative = inhibition, usual class: inhibitors. 330,000 tested, 0.006% active. recombinant Eya2, OMFP fluorescence dephosphorylation (OMFP is methylfluorescein phosphate); further: potency means the concentration at half of the fitted maximal effect; on the % scale 0 is the no-effect control and ±100 the full control effect
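Eya2 protein (added as 0.2 uM solution) was preincubated with compound for 10 min at ambient temperature in 50 mM HEPES pH 7.5, 50 mM NaCl, 5 uM MgCl2, 0.05% BSA, 1 mM DTT. OMFP (added at 50 uM) then reacted 10 min; fluorescence read at 485/525 nm.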
An asterisk follows results filed as active; ? = inconclusive; . = no result given; [ ] = remark or other dose. Unless noted, the call rests on the fitted dose curve; in most records, active means well fitted curve in the direction sought with a large enough effect; inconclusive means small, poorly fitted or top-dose-only effect, or another doubt; inactive means no such curve, though single readings can be large; an effect the other way counts as inactive or inconclusive. Rows were taken by chance; overall some 3% were active at least once.

Values in the order: Chronic BCR inh, USP2a inh, TCR act, uPA generation, ELG1 DNA repair, Mito fusion yeast, PTAP TSG101 blk, Tb PFK inh, TSHR antagonist, B2AR arrestin, Eya2 phos inh
> COCC(=O)n1nc(-c2ccccc2)nc1NCc1ccccc1
  ?, -1%, 0%, 0%, ?, -10%, -5%, 0%, -12, 0.0%, 3%
> COc1ccc(OCc2cc(C(=O)NCc3nc(C)cs3)no2)c(Cl)c1
  0%, 3%, -1%, -2%, ?, 3%, ., -1%, -12, 0.1%, 2%
> COc1ccc(CCNC(=O)CN2C(=O)NC3(CCOc4ccccc43)C2=O)cc1 (stereo unspecified)
  8%, 0%, 1%, 3%, 10%, -5%, 0%, -1%, -5, 0.0%, -33%
> COc1ccc(CC(NC(C)=O)C(=O)NC2CCN(S(=O)(=O)c3ccc(NC(C)=O)cc3)CC2)c(OC)c1 (stereo unspecified)
  -2%, -1%, -1%, 3%, 7%, -3%, -3%, 2%, -3, -0.9%, -9%
> Cc1noc(C)c1C(=O)Nc1nc(-c2ccc(F)cc2)cs1
  0%, 2%, 1%, 5%, 3%, 9%, -2%, 4%, 7, -0.2%, -2%
> CCC(=O)c1cn(CC(=O)Nc2cc(C)ccc2C)c2ccccc12
  5%, 4%, 3%, 16%, 5%, 1%, 0%, -3%, -8, -0.9%, 2%
> CCCn1c(=O)c(C(=O)NCC2CCCO2)c(O)c2ccccc21 (stereo unspecified)
  4%, 0%, -6%, -2%, 5%, 0%, 1%, 3%, 0, -0.9%, 1%
> CN(C)c1ccc(NC(=O)CN2CCN(S(=O)(=O)c3cc(Cl)ccc3Cl)CC2)cc1
  -19%, 0%, 5%, -1%, ?, 13%, 0%, 1%, 10, 0.2%, 16%
> O=C(c1ccccc1)c1ccc2c(c1)OCCCO2
  ?, -1%, -2%, -7%, ?, -1%, -9%, -2%, -3, -0.5%, 4%
> CC(C)N(CCO)Cc1nc(C(c2ccccc2)c2ccccc2)no1
  0%, -13%, -13%, 4%, ?, 0%, -3%, 0%, 19, -1.9%, -18%
> CCn1c(C)nc2cc(C(=O)NN=Cc3ccc([N+](=O)[O-])cc3)ccc21
  6%, 6%, 0%, -9%, 0%, ., 0%, 0%, ., -0.1%, 4%
> Cc1cc(-c2nnc(SCC(=O)Nc3ccccc3C(F)(F)F)o2)c(C)n1-c1ccccc1
  16%, -1%, -45%, -11%, ?, 8%, -2%, -4%, -16, 0.4%, -19%
> CCCNC(=O)c1c(N)n(-c2cccc(OC)c2)c2nc3ccccc3nc12
  ?, -5%, 5%, -2%, 16µM*, -13%, -7%, -3%, 0, -0.3%, ?
> CCSc1nc2c(cnn2-c2ccc(C)c(C)c2)c(=O)[nH]1
  ?, 1%, -4%, 4%, -2%, 1%, -5%, 0%, 13, -0.2%, -4%
> Cc1ccc(N)c(C(O)(C(F)(F)F)C(F)(F)F)c1
  -8%, -1%, -6%, 8%, 3%, -1%, 0%, 0%, -1, -0.1%, 10%
> COC(=O)c1c(SCC(=O)Nc2ccc(C)cc2)nc(=O)[nH]c1C
  14%, 1%, -4%, -4%, 7%, -6%, 2%, 0%, -5, 0.3%, -8%
> O=C1CC(c2ccccc2Cl)=NN(c2ncnc3ccccc23)C1=O
  ?, 5%, 7%, -1%, -3%, -3%, 2%, 8%, 4, 0.2%, -10%
> Cc1ccc(N=Cc2c(O)n(-c3ccc4c(c3)OCO4)c(=O)c3ccccc23)cc1
  -3%, 2%, 3%, 2%, ?, -2%, -1%, 3%, -7, -0.7%, 5%
> COc1ccccc1-n1c(SCC(=O)Nc2ccc(C)cc2)nc(O)cc1=O
  ?, ?, -3%, -1%, 0%, 2%, -6%, 3%, -35, -0.1%, 16%
> Cc1ccccc1OCC(O)CN1CCN(c2ccc(Cl)cc2)CC1 (stereo unspecified)
  -11%, -11%, 0%, 5%, -7%, -4%, 2%, -4%, 29, -0.9%, -30%
> CC1CCCN(CCCNC(=O)CN2C(=O)COc3ccccc32)C1 (stereo unspecified)
  -2%, -3%, -1%, 5%, ?, -15%, 0%, 0%, 15, 0.3%, 3%
> CCN(CC)S(=O)(=O)c1ccc(N2CC(C(=O)NCCC3=CCCCC3)CC2=O)cc1 (stereo unspecified)
  -2%, -1%, -7%, -5%, -1%, -4%, 3%, -2%, -14, 0.0%, -7%
> Cc1ccc(OCCN(C)C(=O)C2CCC(=O)N(Cc3ccccc3F)C2)cc1 (stereo unspecified)
  4%, -1%, -6%, -6%, -3%, -26%, 0%, -1%, 7, -0.3%, -12%
> O=C(CSc1nnc(CN2CCOCC2)n1-c1ccccc1)N1CCc2ccccc21
  15%, 4%, -3%, -5%, -12%, 0%, -8%, -6%, -3, -0.1%, 1%
> COc1cc(NC(=O)COC(=O)c2ccccc2F)cc(OC)c1
  -5%, 2%, 2%[46.1 µM], 5%, 21%, 1%, -5%, 2%, -1, -0.5%, -14%
> CCn1c(=O)c(C(=O)NCCc2ccc(Cl)cc2)c(O)c2ccccc21
  0%, 3%, 3%, 21%, -15%, -1%, 4%, 1%, -2, -0.5%, 0%
> Cc1ncc(CO)c2c1Oc1nc(-c3ccccc3)nc(SCC(=O)Nc3cccc(O)c3)c1C2
  -14%, -1%, -7%, 9%, ?, -2%, -5%, -1%, -15, 0.1%, 1%
> Cc1ccccc1NS(=O)(=O)c1ccc2c(c1)oc(=O)n2C
  3%, 1%, -1%, 2%, 4%, 1%, -1%, -3%, 4, -0.1%, 2%
> Cc1ccc(N2C(=O)C(CC(=O)Nc3cccc(F)c3)N(CCc3ccncc3)C2=O)cc1 (stereo unspecified)
  -1%, 1%, 0%, -14%, -3%, 1%, 3%, -1%, 5, -0.1%, -3%
> COc1ccc([C@H]2CC(=O)C=C(c3ccccc3-c3ccccc3)C2)cc1
  6%, 4%, -7%, ?, ?, 15%, -1%, 12%, 25, -1.0%, 4%
> Cc1ccc(NC(=S)N(CCN2CCCCC2)Cc2ccco2)cc1Cl
  -2%, 1%, -2%, 9%, 1%, 1%, -3%, -8%, 11, -1.0%, 4%
> Cc1cc2nn(-c3ccc(Cl)cc3)nc2cc1N
  ?, 0%, 10%, 6%, ?, 5%, -1%, -3%, -14, 0.6%, -2%
> Cc1cc(C(=O)OCC(=O)N(CC(C)C)c2c(N)n(Cc3ccccc3)c(=O)[nH]c2=O)c(C)o1
  4%, 2%, -2%, 1%, 1%, 7%, 1%, -1%, -5, 0.0%, -20%
> O=C(CCC(=O)N1CCN(c2ccc(F)cc2)CC1)c1ccc(F)cc1
  15%, 0%, -3%, 0%, 4%, 1%, -1%, -13%, 4, 0.4%, 22%
> CCSc1nnc(NC(=O)C2CC(=O)N(Cc3ccccc3)C2)s1 (stereo unspecified)
  ?, -1%, 0%, 0%, -9%, 18%, -6%, 0%, -5, -0.1%, 17%
> NC(=O)c1c(NC(=O)COC(=O)CSc2nnc(-c3ccc(Cl)cc3)o2)sc2c1CCC2
  -4%, -2%, 0%, -3%, 5%, 3%, 0%, 18%, -14, 0.0%, 11%
> C=CCn1c(NCCOC)nc2c1c(=O)n(C)c(=O)n2C
  8%, -1%, -1%, 3%, -8%, -2%, -2%, 3%, 1, -0.3%, -9%
> C=CCN=C1SCC(=O)N1S(=O)(=O)c1ccc(C)cc1
  ?, 3%, -8%, 5%, 14%, 0%, -6%, -2%, -2, -0.4%, 14%
> O=C(c1ccc2c(=O)n(Cc3ccc4c(c3)OCO4)c(=O)[nH]c2c1)N1CCN(c2ccccc2)CC1
  0%, 2%, -1%, 5%, 0%, -1%, -3%, 2%, -12, 0.5%, 8%
> Clc1cccc(-c2nc(NCc3cccnc3)c3ccccc3n2)c1
  ?, -1%, 4%, ., 7.3µM*, 4%, -8%, 2%[0.46 µM], -22, 0.6%, -4%
> Cc1ccc(NC(=O)CN2CCOCC2)c(Br)c1
  -5%, 0%, 7%, -2%, ?, 1%, 0%, 3%, -3, -0.3%, -1%
> COc1ccc(/C=C(/NC(=O)c2cccs2)C(=O)N2CCOCC2)cc1OC
  -7%, -1%, 3%[46.1 µM], 0%, 18%, 8%, -1%, -6%, 43, -0.7%, 0%

Screens as filed in PubChem BioAssay.
